# Bioassay records from PubChem.
# RGS12 GoLoco inh: RGS12 GoLoco-Gai1 interaction inhibition. actives 0.44% (n = 230,000). Potency, µM (doses to about 61.6 µM), inactives show at the top dose activity, negative = inhibition, usual class: inhibitors. Gai1:RGS12 GoLoco peptide FP, rhodamine, 10 min. AID 880. P63096; active = well fitted inhibition curve with a large enough effect, not every such curve was filed as active; inactive = no such curve, though single readings can be large or run the other way; note: % is set by controls: 0 for no effect and ±100 for the full control effect; nearly all actives have a fitted effect of over 30% in size; many of its hits are not listed in these tables
# Target sequence (P63096 whole entry, looked up): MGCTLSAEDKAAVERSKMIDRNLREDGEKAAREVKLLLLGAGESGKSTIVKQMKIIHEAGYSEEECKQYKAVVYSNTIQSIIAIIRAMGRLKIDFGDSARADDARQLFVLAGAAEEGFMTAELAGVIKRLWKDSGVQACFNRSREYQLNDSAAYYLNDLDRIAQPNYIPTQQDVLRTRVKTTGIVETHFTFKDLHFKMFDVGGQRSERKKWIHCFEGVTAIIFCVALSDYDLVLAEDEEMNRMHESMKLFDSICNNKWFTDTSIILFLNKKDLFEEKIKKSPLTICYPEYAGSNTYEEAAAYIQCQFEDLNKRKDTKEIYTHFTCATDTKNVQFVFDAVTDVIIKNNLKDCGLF
# IMPase Li inh: cell-permeable IMPase inhibitors with lithium potentiation; actives 0.35% (n = 210,000); CHO-M1 cells, IP1 TR-FRET (IP-One), carbachol + lithium; Potency, µM (highest dose often 59.4 µM), for inactives: at the top dose activity, negative = IMPase inhibition, hits mostly inhibitors;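 note: IP1 builds up when IMPase is blocked and the TR-FRET signal falls; plate controls were basal vehicle for no effect and high inhibitor control for full effect; nearly all actives have a fitted effect of over 50% in size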
#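 CHO cells stably expressing M1 receptor (2000/well) were cultured 16–30 h, then exposed to compounds with a small lithium addition for 30 min at 37C. IP1 was measured by TR-FRET competition; AC50 from Hill fits.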
# HTT cytoprotect: protects HTT-Q103 PC12 cells, measured by ATP; PC12 HTT-Q103 induced, cytoprotection, ATP luminescence, 40 h; Potency, µM (series often up to 56.4 µM), for the others: cytoprotection (ATP increase), most hits filed as activators; actives 0.14% (n = 230,000);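 note: % of control where 0% means no effect; nearly all actives have a fitted effect of over 45% in size; toxic huntingtin expression switched on by the ecdysone agonist tebufenozide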
#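 Rat PC12, Q103 Htt exon1-GFP fusion, ecdysone promoter; tebufenozide inducer 100 nM final; compound titration; qHTS, 1500 cells/well; ATPlite luminescent read.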
# GAA inh: inhibitors of human lysosomal alpha-glucosidase; P10253; purified human GAA, 4-MU-alpha-glucoside fluorescence; Potency, µM (doses to about 76.9 µM), without a hit: top-dose activity change, negative = inhibition, most hits filed as inhibitors; actives 0.005% (n = 200,000);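 note: plate controls were uninhibited enzyme wells for no effect and no-enzyme background for full effect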
#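 Endpoint fluorogenic read: 20 min room-temperature reaction of 4 nM human alpha-glucosidase with 400 uM 4-methylumbelliferyl-alpha-D-pyranoside, pH 5.0, quenched with 1M NaOH/1M glycine pH 10. AC50 from Hill modeling.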
# aGlu spleen mod: inhibits or activates alpha-glucosidase in human spleen homogenate; P10253; human spleen homogenate, 4-MU-alpha-glucoside fluorescence; Potency, µM (titrated, usually from 79.9 µM), for the others: top-dose activity change, negative = inhibition, actives largely listed as inhibitors; actives 0.006% (n = 240,000); AID 2112;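 note: 0% = enzyme with vehicle and -100% = no enzyme basal signal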
#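 Enzyme source: human spleen homogenate, 1 ug/well. Buffer 50 mM citric acid/K phosphate pH 5.0, 0.01% Tween-20. 4-MU-alpha-glucoside 1 mM; 37 C x 40 min; NaOH/glycine stop; fluorescence.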
# HttQ103 aggreg: reduces HttQ103-GFP aggregates in PC12 cells. AID 1688. actives 1.1% (n = 220,000). Potency, µM (highest dose often 46.1 µM), for inactives: top-dose activity change, negative = inhibition, most hits filed as inhibitors. PC12 HttQ103-GFP aggregates, Acumen cytometry, 40 h; note: % is set by controls: 0 for no effect and ±100 for the full control effect; nearly all actives have a fitted effect of over 60% in size
#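 Read-out: GFP aggregate count by laser scanning cytometer (488 nm excitation, 500-530 nm emission, 1–25 µm objects >6 SD above background). Cells: PC12, inducible HTTex1-Q103-GFP, 100 nM tebufenozide; compounds titrated.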
# GAA glycogen mod: inhibitors or activators of human alpha-glucosidase glycogen cleavage. P10253. recombinant GAA, glycogen substrate, Amplex Red glucose oxidase fluorescence. Potency, µM (series often up to 76.4 µM), for the others: at the top dose activity change, negative = inhibition, usual class: inhibitors. AID 2100. actives 0.38% (n = 300,000);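 note: 0% = full enzyme reaction and -100% = no-enzyme basal signal; the screen sought inhibitors and activators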
#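 Natural-substrate format: glycogen cleavage by 4 nM human enzyme, glucose read by Amplex Red coupling (Ex 573, Em 610 nm). Normalized to enzyme and no-enzyme controls.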
# * = called active by the depositor; ? = inconclusive; . = not tested or not shown; & = joins results of further samples; [ ] = another dose, or the depositor's remark. Unless noted, calls come from the whole dose curve; as a rule, active = well fitted curve in the direction sought with a large enough effect; inconclusive = small, poorly fitted or top-dose-only effect, or another doubt; inactive = no such curve, though single readings can be large; an effect the other way counts as inactive or inconclusive. Potency is the fitted concentration of half-maximal effect. The list is partial; the hit share may differ from the screen's.
SMILES,RGS12 GoLoco inh,IMPase Li inh,HTT cytoprotect,GAA inh,aGlu spleen mod,HttQ103 aggreg,GAA glycogen mod
O=C(NCc1cccs1)c1cccnc1C(=O)O,-7%,13%[38.3 µM],-10%,-1%,0%,6%,0%
O=C(NCc1ccccc1)c1csc2c1CCCCC2,41%[activator],7%[38.3 µM],-9%[10 µM],-5%,-3%,-10%,-18%
Cc1nc2ccccc2n1CC(=O)N/N=C\c1ccccn1,6%,0%[38.3 µM],-5%,-5%,5%,-3%,-13%
COc1cc(CNCCc2ccccc2)cc(Cl)c1OCc1ccccc1,-1%,5%,.,-18%,-15%,-9%,-6%
CN(N)c1nc(C(F)(F)F)nc2ccccc12,1%,1%,-69%,0%,-18%,-8%[9.22 µM],11µM*
CCCOc1c(OC)cccc1C1CC(=O)Nc2cc(OC)c(OC)c(OC)c21 (stereo not drawn),0%,-11%[38.3 µM],-29%,-5%,-13%,-2%,-3%
COCCOC(=O)C1=C(C)NC2=C(C(=O)CCC2)C1c1cc2c(cc1Br)OCO2 (stereo not drawn),.,.,-11%,7%,2%,-2%,14%
O=C(COc1ccc(Cl)cc1)Nc1ccc2c(c1)CCC2,4%,7%,-4%[10 µM],-4%,1%,-12%,20%
c1ccc2sc(NCC3CCCO3)nc2c1 (stereo not drawn),3%,3%,-90%[inhibitor],5%,4%,1%,-4%
COCCSc1nnc(NC(=O)C2CC(=O)N(c3ccccc3)C2)s1 (stereo not drawn),3%,-15%,-55%[inhibitor],12%,.,14%,-1%

# Arranged by value in RGS12 GoLoco inh (largest number first): 3 of the compounds above.
compound | RGS12 GoLoco inh
Cc1nc2ccccc2n1CC(=O)N/N=C\c1ccccn1 | 6%
c1ccc2sc(NCC3CCCO3)nc2c1 (stereo not drawn) | 3%
CCCOc1c(OC)cccc1C1CC(=O)Nc2cc(OC)c(OC)c(OC)c21 (stereo not drawn) | 0%

# Continuation:
SMILES,RGS12 GoLoco inh,IMPase Li inh,HTT cytoprotect,GAA inh,aGlu spleen mod,HttQ103 aggreg,GAA glycogen mod
O=C(Nc1ccc(F)cc1F)c1ccc(-n2cncn2)nc1,10%,8%,-2%[10 µM],-12%,-2%,-2%,0%
NC(=O)CSc1nnc(NC(=O)c2cccc(S(=O)(=O)N3CCCCC3)c2)s1,10%,-6%,-6%,-10%,-5%,-8%,0%
COc1ccc(C(=O)N/N=C/c2cc3ccccc3[nH]c2=S)cc1,0%,25%[38.3 µM],-3%[10 µM],1%,-3%,-28%,9%
Cc1cc(C)c(S(=O)(=O)NNC(=O)C2CCN(Cc3ccccc3)CC2)c(C)c1,-2%,-3%[38.3 µM],8%,5%,-5%,-8%,3%
CCOC(=O)c1ccc(N2Cc3ccccc3C2)cc1O,17%,20%[38.3 µM],-21%,1%,-28%,-15%,-3%
O=C(O)CN1CCOCCOCCN(CC(=O)O)CCOCCOCC1,4%,0%[38.3 µM],-6%,-6%,-7%,5%,12%
O=C(Nc1ccccc1Cl)N(Cc1nc2ccccc2c(=O)[nH]1)Cc1cccs1,-3%,3%,6%[10 µM],-5%,-16%,-5%,-4%
CN(C)/C=C(\C#N)S(=O)(=O)c1ccccc1,-1%,0%,-36%[inhibitor],-4%,-1%,9%,23%
Cc1cc(OCC[N+]2(C)CCCCC2)nc2ccccc12,-188%,56%[activator][38.3 µM],-55%[inhibitor][10 µM],-6%,19%,?,-29%
COc1ccc(-c2nc3n(c2C)Cc2ccccc2-3)cc1,8%,.,-16%[10 µM],.,0%,-14%[9.22 µM],5%
CCOC(=O)CC1C(=O)NCCN1C(=O)NC1CCCCC1 (stereo not drawn),-4%,13%[38.3 µM],8%,-4%,-7%,14%,10%
CCc1ccc(NC(=O)/C(C#N)=C\c2ccc(OC)c(C(=O)O)c2)cc1,9%,5%,7%[10 µM],-9%,0%,5%[9.22 µM],-4%
CSc1ccccc1NC(=O)CNCCCN1CCOCC1,-7%,.,25%[10 µM],.,2%,19%[9.22 µM],5%
COC(=O)c1c(-c2c(Cl)cccc2Cl)noc1NC(=O)N(C)C,-10%,.,9%[10 µM],3%,3%,-3%[9.22 µM],-6%
O=C(O)c1cnn2c(C(F)F)cc(C3CC3)nc12,-4%,-8%[38.3 µM],-6%,-20%,-7%,16%[9.22 µM],3%
COc1cc(CN2CCC(N3CCC(C(=O)N4CCCC4)CC3)CC2)cc2c1OCO2,-5%,.,-32%,0%,4%,5%,-3%
Cc1nn(Cc2ccc(F)cc2)c(C)c1NC(=O)c1noc2c1CCCCC2,1%,2%,6%[10 µM],0%,-23%,?,1%
O=C1c2ccccc2C(=O)N1CCCc1nc2ccccc2c(=O)n1CCCn1ccnc1,.,.,-28%,5%,-1%,-5%,10%
COc1ccc(N2C(=O)CC(Sc3nc4c(cc3C#N)CCC4)C2=O)cc1 (stereo not drawn),16%,5%,5%[10 µM],.,1%,-5%[9.22 µM],9%
COCCCNC(=O)CC(NS(=O)(=O)c1ccc(Cl)cc1)c1ccco1 (stereo not drawn),2%,21%[38.3 µM],-17%,0%,-6%,-1%,0%
COc1ccc(CN2C(=O)c3ccccc3C2C(=O)NC2CCCC(C)C2C)c(OC)c1 (stereo not drawn),0%,14%,-3%,-12%,-4%,-7%,-2%
COC(=O)c1cc2nc(-c3ccccc3)cc(C(F)(F)F)n2n1,0%,0%,17%[1.9 µM],3%,4%,-19%,5%
O=C(c1ccccc1)c1nnc(-c2ccccc2F)o1,4%,16%[38.3 µM],-26%,-13%,-9%,?,4%
CCOc1ccc(C(=O)N2CCCC2)cc1,8%,2%,17%[10 µM],7%,-4%,-18%,-10%
O=C(Nc1ccc(F)cc1)C1C2CCC3C(CCC21)C3(Cl)Cl (stereo not drawn),6%,.,4%[10 µM],.,-2%,-3%[9.22 µM],0%
CCN(CC)CCCn1c(=S)[nH]c2cc(C(=O)OC)ccc2c1=O,-9%,13%[38.3 µM],-15%,-2%,-2%,2%,-16%
COc1ccc(OC)c(-c2csc(NC(=O)C3=NNC(=O)CC3)n2)c1,74%[activator],-1%,-9%,-6%,-8%,12%,.
CN(c1ccccc1)S(=O)(=O)c1ccc(Cl)c(C(=O)Nc2ccc(-c3nc4ccccc4[nH]3)cc2)c1,6%,6%,-13%[10 µM],-1%,-3%,22%,-4%
Cc1cc(C(=O)Nc2ccccn2)cs1,-2%,0%,6%[1.9 µM],2%,6%,14%,2%
Cc1ccc2[nH]c3c(=O)n(CCC4=CCCCC4)cnc3c2c1,4%,?,13%,-3%,0%,11%,3%

# A draw from above in order of length of the SMILES, ascending:
SMILES,RGS12 GoLoco inh,IMPase Li inh,HTT cytoprotect,GAA inh,aGlu spleen mod,HttQ103 aggreg,GAA glycogen mod
Cc1cc(C(=O)Nc2ccccn2)cs1,-2%,0%,6%[1.9 µM],2%,6%,14%,2%
O=C(c1ccccc1)c1nnc(-c2ccccc2F)o1,4%,16%[38.3 µM],-26%,-13%,-9%,?,4%
CCN(CC)CCCn1c(=S)[nH]c2cc(C(=O)OC)ccc2c1=O,-9%,13%[38.3 µM],-15%,-2%,-2%,2%,-16%

# (further entries)
SMILES,RGS12 GoLoco inh,IMPase Li inh,HTT cytoprotect,GAA inh,aGlu spleen mod,HttQ103 aggreg,GAA glycogen mod
Cc1ccccc1-n1nc2c(c1NC(=O)c1ccc(S(=O)(=O)N(C)C)cc1)CSC2,-1%,-3%[38.3 µM],-9%,-4%,5%,3%,-7%
O=C(CCNS(=O)(=O)c1cccc2nsnc12)NCCC1=CCCCC1,1%,1%[38.3 µM],1%,-5%,2%,-1%,2%
CCCn1c(O)c(N=NC(=O)c2cccnc2)c2cc(Br)ccc21,16%,.,-32%[10 µM],?,-1%,-10%[9.22 µM],17%
Fc1cccc2sc(N3CCOCC3)nc12,7%,-8%,-2%[10 µM],4%,1%,-4%,2%
CC1CCN(c2ccc(C(=O)N3CCOCC3)cc2[N+](=O)[O-])CC1,3%,-6%[38.3 µM],-17%,5%,-12%,-2%,4%
CCOc1cc(C)c(C(C)C)cc1S(=O)(=O)NCc1ccccn1,1%,-10%[38.3 µM],12%,-8%,-9%,16%,3%
CCc1c(C)nc2ncnn2c1N1CCCC(C(=O)NCc2cccs2)C1 (stereo not drawn),-2%,9%,31%[10 µM],12%,3%,7%[9.22 µM],-5%
Cc1ccc(OCc2nnc(NC(=O)c3ccco3)s2)cc1,-9%,22%[38.3 µM],-23%,-4%,-9%,-1%,2%
O=C(Nc1ccc2oc(=O)ccc2c1)c1ccccc1[N+](=O)[O-],5%,-4%,15%,-2%,2%,1%,-1%
O=C(O)c1ccccc1NC(=O)C1CCCO1 (stereo not drawn),3%,-23%[38.3 µM],-11%[0.074 µM],1%,-6%,22%,5%
COc1cccc2c(=O)c3c(cnn3C)n(C)c12,7%,-11%[38.3 µM],-16%[10 µM],?,?,?,-6%
CN1CCC2(CC1)N=C(c1ccc(F)cc1)C(=S)N2C(=O)c1ccccc1,.,.,-19%[10 µM],3%,-6%,17%,-6%
CC1CCCCN1C(=O)Cn1cc(C#N)c2ccccc21 (stereo not drawn),-4%,7%,21%[10 µM],1%,-2%,-7%,-4%
c1coc(C2Nc3ccccc3-c3nc4ccccc4n32)c1 (stereo not drawn),13%,21%[38.3 µM],-39%,14%,-1%,-13%,-11%
c1ccc(-n2cc(CN3CCC(N4CCOCC4)CC3)c(-c3ccc4c(c3)OCO4)n2)cc1,-2%,4%,-23%,-4%,-2%,27%,-13%
COc1ccc(OCC(=O)NNC(=O)Cc2coc3cc(OC)ccc23)cc1,-6%,-1%,-33%[10 µM],1%,2%,11%,1%
NC(=O)[C@H]1CC2(CC(c3cccc(NC(=O)[C@H]4CCC(=O)N4)c3)=NO2)CN1C(=O)c1cc([N+](=O)[O-])cc([N+](=O)[O-])c1 (stereo partly drawn),6%,.,21%[10 µM],.,-4%,14%[9.22 µM],-1%
COc1ccc(-n2nnnc2SCC(=O)Nc2ccc3c(c2)OCCO3)cc1OC,3%,1%[38.3 µM],-34%[inhibitor][10 µM],-12%,-6%,-7%,7%
CC(=O)Nc1ccccc1-c1nc2ccccc2nc1OCC(=O)c1ccc2ccccc2c1,5%,3%[38.3 µM],-28%,-2%,-6%,16%,6%
CCOc1cccc(C(=O)Nc2ccc3oc(-c4cccnc4)nc3c2)c1,9%,.,19%[10 µM],.,6%,3%[9.22 µM],2%
CCCCC1=CC2=CC(=O)C(C)(OC(=O)CC)C(=O)C2=CN1Cc1ccc(OC)cc1 (stereo not drawn),17%[14.2 µM],10%,-3%&-42%[10 µM],.,4%[17.4 µM],-35%[9.22 µM],7%
O=C(CCc1nnc(-c2ccccc2)o1)NCc1cc(F)ccc1F,3%,7%,22%[10 µM],4%,2%,19%[9.22 µM],-8%
